Tau ThT inhib: qHTS for Inhibitors of Tau Fibril Formation, Thioflavin T Binding | 270,000 compounds, 2.1% hits | Potency, µM (highest dose often 57.4 µM), inactives show top-dose activity, negative = inhibition, hits mostly inhibitors | Microtubule-associated protein tau (Homo sapiens), P10636 | recombinant tau K18 P301L, heparin-induced fibrillization, ThT fluorescence; also: % is scaled to controls: 0 for no effect and ±100 for the full control effect; nearly all actives have a fitted effect of over 55% in size
Target sequence (P10636 561-689 P618L limits assumed): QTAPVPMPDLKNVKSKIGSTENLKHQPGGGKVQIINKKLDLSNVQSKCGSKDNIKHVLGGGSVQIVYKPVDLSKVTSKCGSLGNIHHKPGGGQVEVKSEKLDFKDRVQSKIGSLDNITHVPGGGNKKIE
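ThT emission at 510 nm, taken 1 hr after adding 30 uM dye, quantifies aggregates formed when 20 uM heparin acts on human tau K18 P301L for 6 hr at 37 C.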
L3MBTL1 block: qHTS Assay for the Inhibitors of L3MBTL1; Lethal(3)malignant brain tumor-like protein 1 (Homo sapiens), Q9Y468; AlphaScreen L3MBTL1–H3K9me1 peptide binding; Potency, µM (series often up to 57.1 µM), for the others: top-dose activity, negative = inhibition, most hits filed as inhibitors; 230,000 compounds, 0.66% hits; AID 485360, 2010; also: % is scaled to controls: 0 for no effect and ±100 for the full control effect; nearly all actives have a fitted effect of over 60% in size
Target sequence (Q9Y468 whole entry, looked up): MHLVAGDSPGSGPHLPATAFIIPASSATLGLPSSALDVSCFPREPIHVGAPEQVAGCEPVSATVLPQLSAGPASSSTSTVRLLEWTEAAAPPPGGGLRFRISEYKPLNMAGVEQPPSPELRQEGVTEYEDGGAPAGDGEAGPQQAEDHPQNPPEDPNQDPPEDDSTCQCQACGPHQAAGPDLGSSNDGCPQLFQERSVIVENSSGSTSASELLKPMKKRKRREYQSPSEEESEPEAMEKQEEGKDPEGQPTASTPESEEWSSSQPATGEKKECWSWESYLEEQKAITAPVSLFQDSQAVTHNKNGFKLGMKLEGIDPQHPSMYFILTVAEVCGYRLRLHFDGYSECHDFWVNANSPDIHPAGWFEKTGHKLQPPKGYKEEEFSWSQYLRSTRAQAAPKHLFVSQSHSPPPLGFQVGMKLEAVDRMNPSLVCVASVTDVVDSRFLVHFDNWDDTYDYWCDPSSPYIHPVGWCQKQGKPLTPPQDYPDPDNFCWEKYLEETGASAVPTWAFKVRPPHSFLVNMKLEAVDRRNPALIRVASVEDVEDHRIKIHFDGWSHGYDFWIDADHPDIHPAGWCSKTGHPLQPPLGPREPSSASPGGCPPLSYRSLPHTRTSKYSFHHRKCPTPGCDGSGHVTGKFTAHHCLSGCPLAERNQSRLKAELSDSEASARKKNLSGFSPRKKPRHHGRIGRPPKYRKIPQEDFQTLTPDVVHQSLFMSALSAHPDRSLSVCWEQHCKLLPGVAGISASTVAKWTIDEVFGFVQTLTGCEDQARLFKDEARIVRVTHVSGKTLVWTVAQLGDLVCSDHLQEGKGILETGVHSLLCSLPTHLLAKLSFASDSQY
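AlphaScreen proximity signal between nickel-chelate acceptor and streptavidin donor beads (final 10 ug/mL) reports binding of 50 nM L3MBTL1 to 75 nM biotin-H3 K9me1 peptide; complex incubated with compounds 30 min at room temperature; cefsulodin titration as control.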
TexasRed fluor: Total Fluorescence Counterscreen for Inhibitors of the Interaction of Thyroid Hormone Receptor and Steroid Receptor Coregulator 2; TRb/SRC2 Texas Red total fluorescence interference; Potency, µM (series often up to 106 µM), without a hit: top-dose fluorescence change, negative = quenching; 280,000 compounds, 0.29% hits; AID 1479, 2009; active = well fitted curve in either direction with a large enough effect; inconclusive = small, poorly fitted or top-dose-only effect; also: % is scaled to controls: 0 for no effect and ±100 for the full control effect
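Human TRβ ligand-binding domain (0.6 uM) and Texas Red SRC2 peptide (20 nM) in Tris buffer with 1 uM T3 and 5% DMSO were incubated with pinned compound for 5 hr at ambient temperature. Total fluorescence was computed as S + 2P (555/632 nm).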
Tau fluor counter: Counterscreen qHTS for Inhibitors of Tau Fibril Formation, Fluorescence Polarization; tau K18 P301L Alexa594 fluorescence, heparin fibrillization; Potency, µM (titrated, usually from 57.7 µM), inactives show top-dose activity change, negative = decrease; 280,000 compounds, 0.93% hits; AID 1463, 2008; also: % is scaled to controls: 0 for no effect and ±100 for the full control effect; nearly all actives have a fitted effect of over 55% in size
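Human tau K18 P301L (15 uM unlabeled, 0.24 uM Alexa 594-labeled) in 100 mM sodium acetate pH 7 with 20 uM heparin, 6 hr at 37 C. ThT 30 uM added, 1 hr ambient; Alexa 594 FP and total fluorescence read at 555/632 nm.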
RECQ1 helicase: qHTS Assay for Inhibitors of RecQ-Like Dna Helicase 1 (RECQ1). RECQ1 DNA unwinding, red fluorescence kinetic read. Potency, µM (doses to about 57.3 µM), without a hit: top-dose activity, negative = inhibition, hits mostly inhibitors. AID 2549, 2010. 240,000 compounds, 0.54% hits;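 also: plate controls were vehicle for no effect and no enzyme for full effect; nearly all actives have a fitted effect of over 30% in size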
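50 nM RECQ1T1 preincubated 15 min with compound in Tris pH 8.0 buffer with MgCl2, DTT, Tween-20 and 2.5 ug/ml poly(dI-dC); started with 200 nM TAMRA/BHQ-2 forked duplex and 2 mM ATP. Unwinding read as fluorescence (525/598 nm), two reads 2 h apart.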
HTT ATP protect: qHTS Multiplex Assay to Identify Dual Action Probes in a Cell Model of Huntington: Cytoprotection (ATP); PC12 HTT-Q103 induced, cytoprotection, ATP luminescence, 40 h; Potency, µM (doses to about 56.4 µM), without a hit: cytoprotection (ATP increase), usual class: activators; 230,000 compounds, 0.14% hits; AID 1471, 2008;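 also: % of control where 0% means no effect; nearly all actives have a fitted effect of over 45% in size; toxic huntingtin expression switched on by the ecdysone agonist tebufenozide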
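Stable PC12 Q103-GFP cells in serum-supplemented, phenol red-free DMEM; induction by tebufenozide at 100 nM final; compound dose series; cell viability quantified luminescently from ATP.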
TRb-SRC2 inh: qHTS for Inhibitors of the Interaction of Thyroid Hormone Receptor and Steroid Receptor Coregulator 2; Thyroid hormone receptor beta (Homo sapiens), P10828; TRbeta-SRC2 peptide binding, fluorescence polarization; receptor liganded with 1 µM T3; Potency, µM (highest dose often 106 µM), without a hit: top-dose activity change, negative = inhibition, most hits filed as inhibitors; 280,000 compounds, 0.065% hits; AID 1469, 2008;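 also: plate controls were bound peptide for no effect and peptide without receptor for full effect; nearly all actives have a fitted effect of over 50% in size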
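Fluorescence polarization of 20 nM Texas Red SRC2 peptide with 0.6 uM human TRb ligand-binding domain, in Tris buffer with 1uM T3 and 5% DMSO. Incubated 5 hr ambient; normalized to unbound and bound controls.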
Tau fibril FP: qHTS for Inhibitors of Tau Fibril Formation, Fluorescence Polarization | 280,000 compounds, 0.39% hits | K18 P301L tau heparin fibrillization, Alexa594 FP, 6 h | Potency, µM (top dose mostly 57.7 µM), without a hit: at the highest dose activity, negative = inhibition, usual class: inhibitors | Microtubule-associated protein tau (Homo sapiens), P10636; also: % is scaled to controls: 0 for no effect and ±100 for the full control effect; nearly all actives have a fitted effect of over 55% in size
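Heparin (20 uM) drove fibril formation of recombinant tau K18 P301L, 15 uM unlabeled with 0.24 uM Alexa 594 label, for 6 hr at 37 C in 100 mM sodium acetate pH 7. Fluorescence polarization (555/632 nm) read 1 hr after 30 uM ThT.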
An asterisk follows results filed as active; i = inactive; ? = inconclusive; nt = no result given; [ ] = dose if it differs, or a comment. Unless noted, calls follow the shape of the dose curve; as a rule, active = well fitted curve in the direction sought with a large enough effect; inconclusive = small, poorly fitted or top-dose-only effect, or another doubt; inactive = no such curve, though single readings can be large; an effect the other way counts as inactive or inconclusive. Potency is read from the fitted curve at half-maximal effect.

Each structure is followed by: Tau ThT inhib, L3MBTL1 block, TexasRed fluor, Tau fluor counter, RECQ1 helicase, HTT ATP protect, TRb-SRC2 inh, Tau fibril FP
- CCOC(=O)/C(C#N)=C1\CCCN1CC(N)=S
    ?, 1%, -1%, 2%, 8%, nt, 14%, -10%
- Cc1ccc(S(=O)(=O)CC(=O)Nc2c(C)n(C)n(-c3ccccc3)c2=O)cc1
    0%, 9%, -4%, 6%, -11%, -10%, 0%, 9%
- CC(=O)c1cc(C(=O)Nc2cccc(C)c2)c2ccccn12
    -16%, nt, 0%, ?, nt, nt, -9%, ?
- CSc1ccc(CCNC(=O)c2ccc(-c3nc(COc4ccccc4)c(C)o3)cc2)cc1
    -5%, nt, 1%, -3%, nt, nt, 4%, ?
- COc1ccc(CNc2c(C(=O)O)cnc3c2cnn3C)cc1
    -17%, nt, -1%, -2%, i, -2%, 6%, 1%
- CC(=O)Nc1ccc(C(=O)OCC(=O)Nc2ccccc2Sc2ccccc2)cc1
    ?, -2%, -1%, ?, -14%, 24%[10 µM], -5%, ?
- CCCCN(C)C(=O)c1ccc2c(c1)N(Cc1cccc(F)c1)C(=O)c1ccccc1S2
    -10%, nt, -6%, -8%, nt, nt, -3%, -3%
- Cc1ccc(/C(O)=C2\C(=O)C(=O)N(CC(C)O)C2c2ccc(N(C)C)cc2)cc1 (configuration not stated)
    -16%, -4%, -3%, -8%, 2%, 13%[10 µM], 7%, -11%
- CCN(CC)S(=O)(=O)c1ccc(Cl)c(NC(=O)COc2ccc(OC)cc2)c1
    6%, 0%, -4%, 6%, -2%, -39%[inhibitor], -2%, 3%
- CCOC(=O)c1sc(NC(=O)CCSC)nc1C
    -11%, -1%, -2%, -8%, i, -21%, -4%, 4%
- COc1cccc(N2C(=O)CC(NNC(=O)c3cccs3)C2=O)c1 (configuration not stated)
    0%, -2%, -2%[53 µM], 5%, -5%, -1%[10 µM], 4%[53 µM], 6%
- CCOc1cc(N2CCOCC2)c(OCC)cc1NC(=O)Cc1cn2ccsc2n1
    -10%, -9%, -3%, -11%, -2%, 2%[10 µM], -1%, 4%
- COc1cccc(CNS(=O)(=O)c2ccc3c(c2)CC(C)N3C(=O)C2CCC2)c1 (configuration not stated)
    -9%, nt, ?, -11%, nt, nt, -2%, -2%
- Cc1ccc(-c2cc(N)on2)cc1
    -14%, 6%, -3%, -8%, -1%, -2%[10 µM], -4%, -1%
- CCOC(=O)C1(C)NC(c2ccco2)C2C(=O)N(c3ccccc3)C(=O)C21 (configuration not stated)
    0%, -14%, -1%, -1%, -6%, -15%, 5%, -6%
- O=C(Nc1cccc(O)c1)c1ccc(C(=O)c2ccccc2)o1
    ?, -14%, -2%, -23%, 19%, -30%[inhibitor], -5%, -2%
- CCCCn1c(SCC(=O)N2CCCCC2)nc2cc(S(N)(=O)=O)ccc21
    -2%, -4%, 2%, 4%, -14%, 0%, -27%, 0%
- COc1ccc(N2CCN(Cc3nc4c(c(=O)n(C)c(=O)n4C)n3CCc3ccccc3)CC2)cc1
    5%, -2%, -4%, -2%, i, 9%, -3%, -8%
- CCOC(=O)C(O)(CCC(O)(C(=O)OCC)C(=O)OCC)C(=O)OCC
    -4%, 1%, -4%, -3%, -2%, -13%, -5%, 0%
- Cc1noc(C)c1COC(=O)c1ccc(N(C)C)cc1
    4%, nt, 4%, 3%, -4%, -19%, 1%, 1%
- Cc1ccccc1N(CC(=O)N1CCOCC1)S(C)(=O)=O
    0%, 0%, 5%, -9%, -18%, -28%[10 µM], 0%, -6%[2.34 µM]
- COc1ccc(CNC(=O)c2cc(-c3ccc(Cl)cc3)n[nH]2)cc1
    4%, nt, 0%, -2%, nt, nt, -9%, ?
- CC1=C(C#N)C(c2cccnc2)C2=C(CC(C)(C)CC2=O)N1 (configuration not stated)
    -7%, 0%, 1%, -5%, -2%, -7%, 4%, -10%
- Cc1oc2ccc(NS(=O)(=O)c3cccc4cccnc34)cc2c1C(=O)OC(C)C
    2%, 6%, -1%, -22%, 0%, -36%[10 µM], -4%, -4%
- CCC1Nc2ccccc2-c2nnc(SC)nc2O1 (configuration not stated)
    -11%, nt, -6%, -4%, -7%, 8%, -1%, -3%
- Cc1cc(O)ccc1-c1cnc2ccccc2n1
    ?, -3%, -1%, -23%, 1%, -27%, -8%, -7%
- O=C(Cn1c(=O)c2ccccc2n(CC(=O)Nc2ccc(Cl)cc2)c1=O)NCCc1ccccc1
    10%, nt, 0%, 9%, nt, nt, -7%, ?
- Cc1nc2c(ccc3nc(NC(=O)C(c4ccccc4)c4ccccc4)sc32)s1
    11%, 0%, -1%, ?, 25µM*, nt, 11%, ?
- O=C(Nc1nnc(S(=O)(=O)N2CCCCC2)s1)c1ccc(Cl)cc1
    2µM*, 7%, ?, -27%, nt, nt, -4%, 4%
- c1ccc(COc2cccc(CNCc3cccs3)c2)cc1
    -4%, 45%[activator], -1%, -6%, -2%, 33%[10 µM], 3%, 8%

Whole records, quoted from the list. Order of screens: Tau ThT inhib	L3MBTL1 block	TexasRed fluor	Tau fluor counter	RECQ1 helicase	HTT ATP protect	TRb-SRC2 inh	Tau fibril FP
CCCCn1c(SCC(=O)N2CCCCC2)nc2cc(S(N)(=O)=O)ccc21 is entered as -2%	-4%	2%	4%	-14%	0%	-27%	0%
O=C(Cn1c(=O)c2ccccc2n(CC(=O)Nc2ccc(Cl)cc2)c1=O)NCCc1ccccc1 is entered as 10%	nt	0%	9%	nt	nt	-7%	?

The list continues.
structure	Tau ThT inhib	L3MBTL1 block	TexasRed fluor	Tau fluor counter	RECQ1 helicase	HTT ATP protect	TRb-SRC2 inh	Tau fibril FP
COc1ccc(NCCNc2ccc(OC)cc2)cc1	?	-26%	3%	-19%	-2%	-1%	5%	-7%
CCN1CCCc2cc(CN(CCN3CCOCC3)C(=S)Nc3ccccc3OC)ccc21	?	-17%	2%	-17%	-1%	-22%	-4%	0%
O=C(Oc1ccccc1)c1ccc2c(c1)C(=O)N(Cc1ccncc1)C2=O	-12%	-3%	1%	-21%	i	21%[10 µM]	7%	12%
COc1ccc(C(=O)NCc2ccccc2OC)c(OC)c1	-10%	-2%	2%	-3%	5%	-11%[10 µM]	-5%	-2%
CC(=O)c1ccc(N2CCN(C(=S)NCCCN(C)C)CC2)cc1	-4%	-24%	-4%	1%	1%	-8%[10 µM]	-4%	4%
Cc1ccccc1Cn1c2ccccc2c2cnn(CC(=O)NC3CCC(C)CC3)c(=O)c21 (configuration not stated)	10%	nt	-2%	1%	nt	nt	-1%	-4%
Cc1ccc(-c2csc(=Nc3ccccc3)n2Cc2ccc3c(c2)OCO3)cc1	-15%	nt	1%	?	nt	nt	-1%	3%
CC(C)c1ccc(NS(=O)(=O)c2ccc3[nH]cc(C(=O)N4CCC(C(N)=O)CC4)c(=O)c3c2)cc1	-10%	-25%	0%	-13%	-8%	-4%	1%	-7%
CC(=O)c1cccc(NC(=S)NC(=O)c2ccccc2Cl)c1	-13%	2%	1%	-17%	-2%	13%[10 µM]	5%	-6%
O=C(C[n+]1ccccc1)N/N=C/c1ccccc1F	3%	nt	-1%	3%	i	-12%	1%	-1%
CCn1c(SCc2nc3ccccc3nc2C)nnc1-c1cccs1	-9%	-4%	-2%	-8%	i	-10%[10 µM]	-4%	0%
COc1ccc2ncc3c(-c4ccc(C)c(C)c4)nn(CC(=O)Nc4ccccc4)c3c2c1	-13%	nt	0%	-22%	nt	nt	8%	-10%
CCCn1c(CCNC(=O)c2cccs2)nc2ccccc21	-7%	-1%	-3%	-5%	i	25%[10 µM]	-6%	-3%
O=C(NN1C(=O)c2ccccc2NC1c1ccoc1)c1ccc([N+](=O)[O-])cc1 (configuration not stated)	-3%	nt	-3%	-5%	-2%	-13%	-7%	11%
O=C(Cc1cccc2ccccc12)Nc1ccccc1C(=O)O	2%	nt	-1%	-3%	0%	-33%	-17%	-3%
CCc1ccc(NC(=O)CCCN2C(=S)NC(C)(C)CC2C)cc1 (configuration not stated)	-6%	-4%	-1%	-7%	-9%	-22%	-4%	1%

Single values from the list:
Entry of CCc1ccc(NC(=O)CCCN2C(=S)NC(C)(C)CC2C)cc1 (configuration not stated) in L3MBTL1 block: -4%
Entry of CCCn1c(CCNC(=O)c2cccs2)nc2ccccc21 in HTT ATP protect: 25%[10 µM]
Entry of O=C(Cc1cccc2ccccc12)Nc1ccccc1C(=O)O in TexasRed fluor: -1%
Entry of COc1ccc2ncc3c(-c4ccc(C)c(C)c4)nn(CC(=O)Nc4ccccc4)c3c2c1 in Tau ThT inhib: -13%
Entry of Cc1ccc(-c2csc(=Nc3ccccc3)n2Cc2ccc3c(c2)OCO3)cc1 in Tau fibril FP: 3%

Bioassay records (PubChem BioAssay)

Some of the compounds tested; the hit share may differ from the screen's.
